# PfG6PD inh = PfG6PD (Plasmodium falciparum) enzyme inhibition; PfGluPho enzyme, NADPH resazurin-diaphorase fluorescence; inhibition, % at 20 µM; hit rate 0.78% among 350,000;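 active = inhibition reaching at least a set limit at 20 µM in the primary screen, cut at about 59% in these data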;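 note: 0% = DMSO wells with substrate and 100% = DMSO wells lacking glucose-6-phosphate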
# SENP8 block-1 = inhibitors of human SENP8 protease | AID 2540 | hit rate 1.2% among 330,000 | purified SENP8, Z-RLRGG-aminoluciferin cleavage, luminescence | Q96LD8 | inhibition, % at 10 µM; in the data active = inhibition above about 50%
# HKDC1 inhibitor = inhibitors of human hexokinase HKDC1. hit rate 0.16% among 340,000. inhibition, % at 20 µM. recombinant HKDC1, G6PDH/diaphorase resazurin coupled fluorescence;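 active = inhibition above about 35% when tested at 20 µM, limit read from the data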;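 note: plate controls were DMSO wells with enzyme for no effect and DMSO wells lacking enzyme for full effect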
#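 Test system: recombinant HKDC1 (HK5) hexokinase enzyme, produced in-house / Doses: 20 µM test compound, 1% DMSO / Timing: 90 min, room temperature / Detection: G6PDH/diaphorase-coupled fluorescence, 1 mM NADP, 100 µM resazurin, 525/613 nm / Control set: DMSO wells with and without enzyme mix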
# SENP6 inh = SENP6 protease inhibition; Q9GZR1; Recombinant SENP6 catalytic domain, aminoluciferin luminescence; inhibition, % at 10 µM; hit rate 1.8% among 330,000; AID 2599;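 active = inhibition above about 50% at the single tested dose, limit read from the data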;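 note: plate controls were DMSO wells with enzyme for no effect and DMSO wells lacking enzyme for full effect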
# Target sequence (Q9GZR1 628-1112 limits assumed): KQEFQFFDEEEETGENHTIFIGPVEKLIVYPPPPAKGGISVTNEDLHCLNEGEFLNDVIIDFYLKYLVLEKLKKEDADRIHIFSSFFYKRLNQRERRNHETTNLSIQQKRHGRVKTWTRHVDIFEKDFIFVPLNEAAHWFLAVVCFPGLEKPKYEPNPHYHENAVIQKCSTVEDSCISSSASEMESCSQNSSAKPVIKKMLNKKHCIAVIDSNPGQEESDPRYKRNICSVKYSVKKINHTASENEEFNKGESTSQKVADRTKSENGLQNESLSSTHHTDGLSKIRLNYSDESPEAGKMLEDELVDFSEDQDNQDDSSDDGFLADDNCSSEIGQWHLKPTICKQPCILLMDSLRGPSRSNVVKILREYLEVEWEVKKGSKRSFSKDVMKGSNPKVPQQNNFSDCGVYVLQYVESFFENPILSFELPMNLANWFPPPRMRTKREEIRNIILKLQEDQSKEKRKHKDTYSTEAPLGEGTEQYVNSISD
# UBC13 inh = inhibitors of human UBC13 polyubiquitin chain formation | hit rate 0.47% among 330,000 | AID 485273 | inhibition, % at 20 µM | TR-FRET | P61088; in the data active = inhibition above about 45%, passing the limit was not always enough
# Target sequence (P61088 whole entry, looked up): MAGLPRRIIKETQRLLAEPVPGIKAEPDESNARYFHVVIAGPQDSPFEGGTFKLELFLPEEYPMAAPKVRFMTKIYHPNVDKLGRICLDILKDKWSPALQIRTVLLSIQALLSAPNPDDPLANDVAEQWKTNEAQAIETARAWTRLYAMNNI
# SENP7 block = blocks the human protease SENP7; inhibition, % at 5 µM; hit rate 1.5% among 330,000; recombinant SENP7, Z-RLRGG-aminoluciferin luminescence, 40 min; AID 434973;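 active = inhibition above about 50% at the single test dose, limit read from the data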;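 note: plate controls were DMSO with enzyme for no effect and no enzyme buffer wells for full effect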
# SENP8 block-2 = blocks human SENP8 cleavage of Nedd8 substrate | Q96LD8 | recombinant SENP8, Nedd8 substrate fluorescence | inhibition, % at 20 µM | hit rate 0.64% among 360,000 | AID 602440; in the data active = inhibition mostly above about 40%, no sharp cut-off; inactive = mostly below about 27%
# SENP1 FRET inh = blocks the human SENP1 SUMO protease catalytic domain; recombinant SENP1 catalytic domain, CyPet-SUMO1-YPet FRET cleavage; hit rate 0.21% among 360,000; Q9P0U3; inhibition, % at 10 µM;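 active = inhibition at least 30% at 10 µM, raw YFP signal under a set limit, fluorescence ratio 0.5 to 1.5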;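 note: 0% = enzyme with DMSO and 100% = no enzyme wells; some results filed as inactive read as strong as hits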
# Target sequence (Q9P0U3 419-644 limits assumed): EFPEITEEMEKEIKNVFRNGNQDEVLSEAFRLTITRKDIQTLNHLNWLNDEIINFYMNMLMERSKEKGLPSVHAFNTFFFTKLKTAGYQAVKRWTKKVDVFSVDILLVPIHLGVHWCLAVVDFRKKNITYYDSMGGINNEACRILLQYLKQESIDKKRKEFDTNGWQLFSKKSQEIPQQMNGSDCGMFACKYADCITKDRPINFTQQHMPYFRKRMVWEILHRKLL
#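 Assay system – human recombinant His6-tagged SENP1 catalytic domain enzyme · Input – SENP1 enzyme, 20 pM final · Buffer or medium – Tris pH 8 buffer plus EDTA, NaCl, BME, BSA, NP40, catalase · Schedule – 50 min reaction at room temperature · Technique – FRET read of cyan and yellow fluorescence · Control set – no-enzyme wells low, DMSO-plus-enzyme wells high control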
# MIN6 prolif = MIN6 beta-cell proliferation induction; MIN6 cells proliferation, ATPlite luminescence, 48 h; cells starved in 0.2% serum; 100% = growth in 10% serum; proliferation, % at 10 µM; hit rate 0.29% among 330,000;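 active = compounds whose signal lies at least 3.5 SD above the mean of all wells on their plate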;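 note: 0% = DMSO-treated cells in low-serum medium and 100% = 10% serum control; some compounds called inactive have numbers as strong as hits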
# * hit, by the source's call; i = inactive; . = not tested or not shown.
SMILES,PfG6PD inh,SENP8 block-1,HKDC1 inhibitor,SENP6 inh,UBC13 inh,SENP7 block,SENP8 block-2,SENP1 FRET inh,MIN6 prolif
Cc1ccc(C(=O)N/C(=C\c2ccc(F)cc2)C(=O)NCCCn2ccnc2)cc1,-28,4,-5,1,0,-2,10,-1,0
CN1C(=O)/C(=C/c2cn(CC(=O)N3CCCCC3)c3ccccc23)c2ccccc21,.,-5,.,3,-20,-1,.,.,-6
N#C/C(C(=O)Oc1ccccc1)=C1\C=CC=CN1,-8,-6,-2,12,4,-3,-46,-3,-3
COc1ccc(/C=C/CN2CCCC(C(=O)c3cc(F)ccc3F)C2)cc1 (stereo not drawn),2,-9,6,-8,0,-7,-2,-4,-2
O=C1CCN(S(=O)(=O)c2ccc(Cl)cc2)CC1,-5,-3,-1,-2,0,8,-2,0,1
CC1(C)C(=O)N(c2ccccc2)C(=O)c2ccccc21,-11,-3,-5,-9,6,3,18,1,0
Cc1onc(C(=O)N2CCN(Cc3ccccc3)CC2)c1[N+](=O)[O-],17,-8,0,-12,3,-5,13,0,-2
Cc1c(Br)c(C(=O)NCc2cc3cc(Cl)ccc3[nH]2)nn1C,-2,0,-6,-5,-4,7,-12,-3,-3
COc1ccc(NC2=CC(=O)CC(C)(C)C2)cc1,7,9,-3,21,3,7,10,1,-4
C=C[C@@H](C)N(Cc1ccc(OC)cc1)S(=O)(=O)N(Cc1ccccc1)[C@H](C=C)C(C)C,18,2,4,0,4,-5,10,1,-7
NC(=O)C1CCN(C(=O)CCc2ccsc2)CC1,-13,3,-1,-5,5,5,16,1,-1
O=C(Cc1cccs1)Nc1cccc(C(=O)Nc2ccco2)c1,7,-9,1,-23,-4,-7,13,0,1
CCCn1c(N2CCOCC2)nc2c1c(=O)[nH]c(=O)n2C,-3,0,-12,0,5,4,-3,-1,1
Oc1ccccc1CNCCCN1CCOCC1,-8,-8,2,13,-1,5,17,1,1
Cc1cccc(Cn2c(N3CCc4ccccc4C3)nc3c2c(=O)[nH]c(=O)n3C)c1,3,-7,-8,-9,-6,1,36,2,4
Oc1ccc(/C=N/NC(=S)N2CCOCC2)cc1,11,-5,-26,-16,-4,-4,7,0,-3
CN(C)S(=O)(=O)c1ccc(NC(=O)N2CCN(c3ccccc3Cl)CC2)cc1,-1,5,3,21,7,11,16,1,2
O=C(Nc1ccc(C(=O)NCc2ccccc2Cl)cc1)C1=CSCCO1,-2,-5,-14,0,-5,-18,-35,1,-4
CC(C)C[C@H]1C(=O)N2CCC[C@H]2[C@]2(O)O[C@](NC(=O)[C@@H]3C=C4c5cccc6[nH]c(Br)c(c56)CC4N(C)C3)(C(C)C)C(=O)N12 (stereo partly drawn),24,5,8,1,-28,-10,-133,10,-8
COc1ccc(OC)c(CNS(=O)(=O)c2c(C)nc3scc(C)n3c2=O)c1,-1,-9,4,-4,-2,-1,-11,-1,-1
Clc1ccc(C2CC(c3ccco3)n3ncnc3N2)cc1Cl (stereo not drawn),23,6,-1,4,-5,16,-52,-1,-3
COc1cccc(CN2CC(C(=O)NCC3CCOCC3)CCC2=O)c1 (stereo not drawn),-13,9,-3,-2,7,-2,17,0,4
CCn1c(=O)c(=O)n(CC)c2cc(S(=O)(=O)N3CCc4ccccc43)ccc21,28,-12,5,-9,-1,-23,3,-1,-2
COc1cc(NC2c3ccccc3C(=O)N2c2cc(C)ccn2)cc(OC)c1OC (stereo not drawn),8,-6,-4,7,-2,-1,5,1,0
CCCNS(=O)(=O)c1cc2c3c(c1)CCN3C(=O)CC2,3,-6,-8,1,-9,-11,0,1,-3
CC(C)C(NS(=O)(=O)c1cccc2nsnc12)C(=O)Nc1nc2ccc(Cl)cc2s1 (stereo not drawn),-14,6,3,2,0,-5,16,0,-5
COc1ccc(OC)c(C2N(c3ccccn3)C(=O)C3CCCN32)c1 (stereo not drawn),-1,-7,1,24,4,6,-10,0,-4
Cc1csc(CN(C)C(=O)C2CCC(=O)N(CCN(C)C)C2)n1 (stereo not drawn),6,-10,-4,-20,-1,5,6,3,-1
O=C(COc1coc(CN2CCN(c3ccccc3F)CC2)cc1=O)Nc1ccccc1,8,7,-8,-5,1,5,7,0,-2
CCCn1cnc2c(Sc3c([N+](=O)[O-])ncn3C)nc(N)nc21,3,.,-7,.,.,.,4,1,.
CS(=O)(=O)Nc1cccc2cccnc12,0,0,6,-1,-13,8,18,1,-1
O=C1CCN(Cc2ccco2)C(=S)N1,5,.,-4,.,.,.,4,4,.
Cc1nc(OCC(=O)c2ccc(Cl)cc2)c(C#N)c2c1COC(C)(C)C2,-12,3,-8,0,3,-7,27,1,-3
O=C(CSc1oc(-c2ccc(F)cc2)nc1S(=O)(=O)c1ccc(F)cc1)NCC1CCCO1 (stereo not drawn),6,3,-3,-5,-12,-13,17,1,-3
Fc1ccc(NC(=S)NN=Cc2ccccc2Cl)cc1,2,.,-2,.,.,.,24,3,.
CCc1c(C)sc(NC(=O)/C=C/C(=O)O)c1C(N)=O,-4,-2,-9,-21,4,-9,-15,-1,-6
FC(F)(F)c1cc(-c2cccs2)nc(N2CCOCC2)n1,-9,6,10,-5,24,0,-167,-9,-1
CSCC(=O)Nc1cc(C)on1,0,-2,-1,-20,-2,-3,15,0,4
O=C(NNC(=O)c1ccccc1Cl)c1cccnc1,-2,-16,-6,-29,-6,-11,1,0,-1
N#Cc1c(-c2ccco2)cc(-c2ccc(F)cc2)nc1N,39,-10,15,0,-6,-3,-466,-19,0
CCOCCCn1c(SCC(=O)Nc2ccc(OC)cc2)nc2ccccc2c1=O,9,-1,-4,2,1,2,25,1,-2
Clc1ccc(NCc2cccnc2)c(Cl)c1,1,-6,0,7,3,-7,17,1,1
FC(F)(F)c1cc(C(F)(F)F)c2ccc(N/N=C/c3ccccc3)nc2n1,3,-6,-6,-5,-20,-6,-17,7,-1
COc1cccc(C(=O)Nc2cnc(NC(=O)c3ccco3)cc2C)c1,8,-8,1,-11,0,-4,12,-1,0
Cc1ccc(NC(=O)Cn2c(=O)oc3ccccc32)cc1Cl,8,2,4,9,8,1,20,2,3
COc1ccc(-n2cnnc2SC(C)C(=O)Nc2cccc([N+](=O)[O-])c2)cc1 (stereo not drawn),4,-2,-6,-14,6,8,16,2,5
Cc1c(NC(=O)c2cc(Br)ccc2Cl)cccc1-n1cnnn1,13,-4,-4,-17,5,14,2,3,2
CCC1Sc2ccc(S(=O)(=O)CCC(=O)NCc3ccc(C)o3)cc2NC1=O (stereo not drawn),41,0,2,13,-6,2,8,-1,1
CN(C1CCCCC1)S(=O)(=O)c1ccc(NC(=O)C2CCCCC2)cc1,-5,-3,0,-3,-4,-5,-3,2,-3
O=C(c1cccs1)N1CCN(c2ccc(F)cc2)CC1,-8,5,-7,21,2,0,37,-2,0
Cc1ccc(C(=O)O)cc1S(=O)(=O)N1CCSCC1,-4,-3,-2,8,4,4,22,1,-1
O=C(COc1ccc2c3c(c(=O)oc2c1)CCC3)NCc1cccnc1,13,-7,-3,-10,4,-3,-124,2,1
O=C(N/N=C/c1ccc(-c2ccccc2C(=O)O)o1)c1cccs1,-13,21,6,51*,-7,19,-307,-11,-2
CCN(CC)S(=O)(=O)c1ccc(N2CCOCC2)c(NS(=O)(=O)c2ccc(OC)cc2)c1,-32,0,1,2,0,4,-4,3,2
O=S(=O)(NCc1ccccn1)c1ccc2c(c1)OCCO2,-9,-3,2,-11,4,-5,18,-1,-1
CCOC(=O)c1c(C)c(C(=O)NCc2ccc3c(c2)OCO3)c(C)n1C,0,1,-5,3,11,6,11,0,6
CCOC(=O)CSc1nc2c(sc(=S)n2CCc2ccccc2)c(=O)n1Cc1ccco1,36,-13,-2,-11,-14,-10,9,2,-6
COc1ccc(CCC(=O)NC2CCCN(Cc3ccc(Cl)cc3)C2)cc1OC (stereo not drawn),-14,-5,7,9,0,-3,1,-1,-3
COc1ccc(-c2cc(C(F)F)n3ncc(C(=O)NCC4CCCO4)c3n2)cc1 (stereo not drawn),1,-12,8,-31,24,-3,-420,-3,-1
CCCCn1c(N)c(Sc2ccc([N+](=O)[O-])cc2)c(=O)[nH]c1=O,-7,-2,-5,-18,-8,1,8,1,4

# Five compounds picked at random from those above, as already listed:
SMILES,PfG6PD inh,SENP8 block-1,HKDC1 inhibitor,SENP6 inh,UBC13 inh,SENP7 block,SENP8 block-2,SENP1 FRET inh,MIN6 prolif
COc1ccc(OC)c(C2N(c3ccccn3)C(=O)C3CCCN32)c1 (stereo not drawn),-1,-7,1,24,4,6,-10,0,-4
Clc1ccc(NCc2cccnc2)c(Cl)c1,1,-6,0,7,3,-7,17,1,1
CCOCCCn1c(SCC(=O)Nc2ccc(OC)cc2)nc2ccccc2c1=O,9,-1,-4,2,1,2,25,1,-2
O=C(NNC(=O)c1ccccc1Cl)c1cccnc1,-2,-16,-6,-29,-6,-11,1,0,-1
CS(=O)(=O)Nc1cccc2cccnc12,0,0,6,-1,-13,8,18,1,-1

# Later entries
SMILES,PfG6PD inh,SENP8 block-1,HKDC1 inhibitor,SENP6 inh,UBC13 inh,SENP7 block,SENP8 block-2,SENP1 FRET inh,MIN6 prolif
O=C(/C=C/c1ccco1)Nc1ccc(Oc2ccc(Cl)cc2)cc1,36,-5,-2,-6,-14,-8,14,-3,-3
COc1cc(F)cc(-c2ccc3c(c2)c(C#Cc2ccsc2)c(-c2cc(OC)cc(OC)c2)n3C)c1,-19,0,1,-2,19,5,i,-6,-3
CS(=O)(=O)N1CCC(Oc2ccccc2C(=O)N2CCNC(=O)C2)CC1,13,-5,-7,-7,0,-8,11,4,4
CNC(=O)C1CCN(S(=O)(=O)c2c(C)noc2/C=C/c2cccc(C)c2)CC1,16,6,1,18,-5,-3,-16,-3,0
O=C(O)CC(NC(=O)Cc1ccccc1)c1cc([N+](=O)[O-])ccc1Cl (stereo not drawn),-5,-2,-10,-1,-2,1,10,0,4
O=C(CSc1nc(-c2ccco2)cc(C(F)(F)F)n1)NC1CCCC1,-6,-10,-4,-14,0,-12,-88,-1,3
N#Cc1ccc(-n2nnc3ccccc3c2=O)c([N+](=O)[O-])c1,-6,3,1,3,-12,-9,38,0,1
O=C(NCCc1ccc(Cl)cc1Cl)c1cccnc1,-12,-10,1,-7,-2,1,8,1,-3
C/C(=N\Nc1nc(C(C)(C)C)cs1)c1ccc(O)cc1,7,1,-6,12,-13,6,-9,-2,-2
O=C(NC1CCCC1)C1CCCN(S(=O)(=O)c2cccc3cccnc23)C1 (stereo not drawn),3,-4,-3,-13,-2,-2,2,0,9.5*
CCCCC(=O)NC(c1ccccc1Cl)c1c(O)ccc2ccccc12 (stereo not drawn),4,-16,9,-17,-10,-10,-23,1,-3
Cc1ccc(Cn2c(=O)c3c(nc4n3CCN4Cc3ccco3)n(C)c2=O)cc1,-17,-1,0,-1,5,3,14,2,-3
COc1cc(Cl)c(CN2CCCC(CO)(Cc3ccccc3F)C2)cc1OC (stereo not drawn),7,0,-5,-19,0,9,0,-2,-1
O=C(OCC(=O)N1CCCCC1)c1cc2ccccc2cc1O,5,-14,-3,-23,0,3,-175,4,-2

# Bioassay records deposited in PubChem BioAssay by Sanford-Burnham Center for Chemical Genomics.
